High-throughput results from PubChem.
Dicer processing = blocks human Dicer maturation of pre-miR-21 | Q9UPY3 | cat-ELCCA pre-miR-21 Dicer processing, chemiluminescence; active compounds read high | z-score at 25 µM | hit rate 6% among 47,000 | AID 1347074; in the data active means z-score above about 3, passing the limit was not always enough;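 further: plate controls were vehicle for no effect and no enzyme for full effect; higher signal means more uncleaved substrate so more Dicer inhibition; strong numbers were not always called active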
Target sequence (Q9UPY3 whole entry, looked up): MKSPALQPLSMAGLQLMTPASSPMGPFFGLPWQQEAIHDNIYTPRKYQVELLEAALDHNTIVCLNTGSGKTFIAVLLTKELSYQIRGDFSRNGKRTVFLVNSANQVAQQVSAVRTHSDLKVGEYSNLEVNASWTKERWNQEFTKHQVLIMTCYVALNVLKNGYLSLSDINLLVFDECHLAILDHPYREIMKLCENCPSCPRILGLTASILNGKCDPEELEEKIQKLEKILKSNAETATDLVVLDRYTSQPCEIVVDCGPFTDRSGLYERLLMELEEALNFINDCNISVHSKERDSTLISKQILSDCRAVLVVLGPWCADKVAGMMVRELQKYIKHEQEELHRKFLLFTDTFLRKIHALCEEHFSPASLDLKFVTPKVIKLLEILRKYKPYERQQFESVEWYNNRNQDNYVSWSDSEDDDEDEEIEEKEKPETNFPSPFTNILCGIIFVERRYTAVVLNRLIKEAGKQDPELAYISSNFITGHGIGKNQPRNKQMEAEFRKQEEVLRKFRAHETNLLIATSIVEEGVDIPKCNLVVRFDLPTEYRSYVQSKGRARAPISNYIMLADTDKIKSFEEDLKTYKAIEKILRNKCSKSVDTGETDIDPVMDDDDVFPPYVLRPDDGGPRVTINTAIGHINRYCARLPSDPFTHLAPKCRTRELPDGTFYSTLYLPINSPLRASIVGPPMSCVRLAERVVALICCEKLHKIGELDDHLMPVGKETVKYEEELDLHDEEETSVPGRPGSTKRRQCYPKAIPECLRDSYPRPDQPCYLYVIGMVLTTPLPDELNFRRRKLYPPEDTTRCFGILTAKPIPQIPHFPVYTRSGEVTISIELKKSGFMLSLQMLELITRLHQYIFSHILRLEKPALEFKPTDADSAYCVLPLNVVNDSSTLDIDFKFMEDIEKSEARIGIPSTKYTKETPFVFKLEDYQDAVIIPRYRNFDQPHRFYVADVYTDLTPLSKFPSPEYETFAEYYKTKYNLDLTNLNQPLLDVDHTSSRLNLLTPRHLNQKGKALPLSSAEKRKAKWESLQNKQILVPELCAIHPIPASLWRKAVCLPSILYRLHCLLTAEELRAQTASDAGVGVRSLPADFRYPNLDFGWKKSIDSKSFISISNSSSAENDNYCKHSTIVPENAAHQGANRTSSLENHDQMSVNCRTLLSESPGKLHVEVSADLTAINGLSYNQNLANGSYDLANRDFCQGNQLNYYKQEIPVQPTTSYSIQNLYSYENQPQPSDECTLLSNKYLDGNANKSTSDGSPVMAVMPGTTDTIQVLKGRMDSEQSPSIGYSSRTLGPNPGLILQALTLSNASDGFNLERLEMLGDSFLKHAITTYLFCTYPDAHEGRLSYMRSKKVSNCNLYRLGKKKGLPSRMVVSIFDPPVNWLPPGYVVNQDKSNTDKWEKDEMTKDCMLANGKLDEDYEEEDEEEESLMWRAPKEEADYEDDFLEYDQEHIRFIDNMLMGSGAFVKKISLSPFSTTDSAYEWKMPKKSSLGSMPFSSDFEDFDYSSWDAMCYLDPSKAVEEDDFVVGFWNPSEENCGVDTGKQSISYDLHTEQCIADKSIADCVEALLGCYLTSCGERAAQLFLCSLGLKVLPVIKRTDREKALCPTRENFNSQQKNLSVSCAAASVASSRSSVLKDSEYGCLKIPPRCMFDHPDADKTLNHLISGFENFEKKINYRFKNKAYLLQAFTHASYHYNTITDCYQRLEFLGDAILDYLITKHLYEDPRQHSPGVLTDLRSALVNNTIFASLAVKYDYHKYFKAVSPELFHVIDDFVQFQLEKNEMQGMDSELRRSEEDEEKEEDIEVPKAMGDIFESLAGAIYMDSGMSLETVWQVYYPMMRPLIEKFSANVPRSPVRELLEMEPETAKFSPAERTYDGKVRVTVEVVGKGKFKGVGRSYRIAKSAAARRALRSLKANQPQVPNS
* marks the source's active call; other numbers are inactive results; & = joins results of further samples.

structure	Dicer processing
CC(=O)c1cnn(-c2ccc(Cl)cc2)c1C	-0.63
N#Cc1cn(-c2ccc(Cl)cc2)c(=O)n(Cc2c(Cl)cccc2Cl)c1=O	-0.02
CCCC(CCC)C(=O)OC1CC2CCC(C1)[N+]2(C)C (stereo not drawn)	0.51
O=C(CN1c2cccc3cccc(c23)S1(=O)=O)Nc1cccc(F)c1	0
O=C(O)Cn1c(=O)n(CC(=O)O)c2ccccc21	1.2
CC1(C)CC(CCN)(Cc2ccccc2)CCO1 (stereo not drawn)	0.44
Cn1nnnc1SCCNCc1ccc(OCc2ccccc2Cl)cc1	0.83
Cn1nc(CC(=O)Nc2nnc(SCCC(=O)Nc3ccccc3)s2)c2ccccc2c1=O	-0.28
COC(=O)Cc1nc(NS(=O)(=O)c2ccc(OC(F)(F)F)cc2)sc1C	-1.4
CC(=O)N1CN(CCCn2ccnc2)Cc2c1sc1c2CCCC1	-1.4
CS(=O)c1ccc(C(F)(F)F)cc1[N+](=O)[O-] (stereo not drawn)	-0.89
FC(F)(F)Oc1ccccc1NCn1nnc2ccccc21	3.6*
CCc1ccccc1Nc1n[nH]c(=S)s1	-2.4
CCOC(=O)N1CCN(c2ncc3c(n2)CC(/C=C/c2ccccc2)CC3=O)CC1 (stereo not drawn)	-0.64
O=C(Cc1cccs1)Nc1nc2ccccc2s1	2.4
O=C(CSc1nnc(-c2ccc(C(F)(F)F)cc2)o1)c1ccc(F)cc1	1.5
Cc1ccc(C(=O)Nc2cnc3sc(C)nn3c2=O)cc1	4.8*
C=CCSc1nc(C2CC2)cc(-c2ccccc2)c1C#N	1.1
CC(=O)/C(C=Nc1ccn(C)n1)=C(\C)O	-4.9
COCc1[nH]nc2c1C(c1c(F)cccc1Cl)C(C#N)=C(N)O2 (stereo not drawn)	-3.9
CC(Sc1ncccc1[N+](=O)[O-])C(=O)O (stereo not drawn)	0.1
FC(F)(F)C1=CC(c2ccccc2)=NCCN1	3.1*
Cc1ccc(NC2=NC(c3ccc(C)cc3)n3c(nc(C)cc3=O)N2)cc1 (stereo not drawn)	-0.67
Cc1cc(=O)oc2c1C(=O)CC(C)(C)C2	0.34
CCOC(=O)/C(C#N)=C/c1ccc(C)o1	1.6

(next part)
structure	Dicer processing
COc1cccc(OCCCN2CCNCC2)c1	0.21
CCOC(=O)c1c(C)oc2cc(Cl)c(O)c(CN(C)C)c12	1.8
Cc1c(C(=O)Oc2ccc(Cl)cc2)n(C)oc1=O	-0.1
CCOC(=O)c1ccc(OC(=O)c2cccnc2Oc2ccccc2)c(Cl)c1	-1
CN(C)NC(=O)c1ccc(Oc2cc(Cl)cc(Cl)c2)o1	0.28
O=C1C2CC=C(Cl)CC2C(=O)N1Cc1ccccc1 (stereo not drawn)	-0.2
CC(C)OC(NC(=O)c1ccccc1)(C(F)(F)F)C(F)(F)F	0.04
COc1nc(C)nc(N/C=C(\C#N)C(=O)C2CC2)n1	1.4
O=C(c1ccc(Cl)cc1Cl)N1CCc2[nH]c3ccc(F)cc3c2C1	-1.2
COC(=O)Nc1ccc(S(=O)(=O)N2CCCCC2)cc1	1.5
CC1CC(=O)c2cnn(-c3nc4ccccc4s3)c2C1 (stereo not drawn)	3*
CC(C)(C)OC(=O)N[C@@H](Cc1cccc(F)c1)C(=O)O	0.12
C[C@H](N)[C@H](O)c1cccc(O)c1	-0.04
Clc1ccc(OCCSc2nnnn2-c2ccccc2)cc1	-0.1
COc1ccc(-n2c(C)cc(C(=O)O)c2C)cc1	1
COc1ccc(-c2nc3c4ccccc4ccn3c2CN2CCCCC2)cc1OC	-0.14
Cc1cc2ncc(-c3ccnc(=S)[nH]3)c(C)n2n1	-0.88
O=S(=O)(Nc1ccc(C(F)(F)F)cc1Cl)c1cc(Br)c(Cl)s1	0.4
COC(=O)c1cc(NC(=O)c2ccc([N+](=O)[O-])o2)cc(C(=O)OC)c1	1.5
O=C1CCC(=O)N1c1nc2n(n1)C(c1ccccc1)C=C(c1ccccc1)N2 (stereo not drawn)	2.5
N#CCc1cn(-c2ccccc2)nc1-c1ccccc1	0.89
CC[n+]1oc(-c2ccccc2)cc1C	1.7
CCOC(=O)C(C)c1nc2ccccc2[nH]c1=O (stereo not drawn)	3
O=c1c(-c2ccccc2)c(O)c(Cl)c(-c2ccccc2)n1-c1ccccc1	0.73
CCOC(=O)c1nnn(-c2nonc2N)c1CN1CCCC(C)C1 (stereo not drawn)	1.9

The final 3 records of the part before open the next one:
structure	Dicer processing
CCOC(=O)C(C)c1nc2ccccc2[nH]c1=O (stereo not drawn)	3
O=c1c(-c2ccccc2)c(O)c(Cl)c(-c2ccccc2)n1-c1ccccc1	0.73
CCOC(=O)c1nnn(-c2nonc2N)c1CN1CCCC(C)C1 (stereo not drawn)	1.9
CCN(C(=S)Nc1c(C)cccc1C)c1ccccc1	3*
CCOC(=O)c1c(C)n(-c2ccc(OC)cc2)c2ccc(O)cc12	4.7*
CCOc1ccc(NC(=S)NC(c2ccccc2)c2ccccc2)cc1	-0.48
O=C1CSC(=Nc2cccc(Cl)c2Cl)N1Cc1ccco1	0.25
Cc1nn(C)c2sc(C(=O)N(Cc3ccccn3)Cc3ccccn3)cc12	-0.34
O=c1oc2ccccc2c(O)c1-c1ccccc1	9.2
O=C1c2oc3ccccc3c(=O)c2C(c2cccc(Cl)c2)N1c1ccccn1 (stereo not drawn)	0.31
CC(C)(C)c1ccc(-c2nnc(Sc3cnc([N+](=O)[O-])s3)o2)cc1	5.8
Cc1c(O)c(=O)n(-c2ccccc2)n1C	0.57
C=CCn1c(=O)c2c(nc3n2CCCCN3c2ccc(OCC)cc2)n(C)c1=O	-0.76
CC(C)CC(Nc1ncnc2ccccc12)C(=O)O (stereo not drawn)	-0.34
COc1ccc(C2/C(=C(\O)c3ccc(Cl)cc3)C(=O)C(=O)N2CCCN(C)C)c(OC)c1 (stereo not drawn)	-1.5
CCCCc1cc(C)c2[nH]cc(C(=O)O)c(=O)c2c1	-0.86
Cc1ccc2c(c1)-c1cc(C)nn1C(c1ccc(O)c(O)c1)N2 (stereo not drawn)	3.5*
O=C(CSc1nc2ccccc2nc1N1CCCC1)NCc1cccs1	3*
Cc1c(Cl)cccc1-n1c(CCc2ccc(O)cc2)n[nH]c1=S	-0.8
CCOc1cc(C2C(C(=O)OCC3CCCO3)=C(C)NC3=C2C(=O)CCC3)ccc1OC(C)=O (stereo not drawn)	-0.69
CCOC(=O)NC1c2ccccc2Oc2ccc(OC)cc21 (stereo not drawn)	-1.4
Cc1ccc(-c2n[nH]c(=O)c3ccccc23)cc1S(=O)(=O)NCC1CCCO1 (stereo not drawn)	-0.2
CSc1cccc(-n2c(=O)n(Cc3ccccc3)c(=O)c3[nH]cnc32)c1	0.02
Cc1c(OCc2ccc(Cl)cc2Cl)ccc2c1OC(C)(C)CC2=O	1.2
CCOc1nn(-c2ncc(C(F)(F)F)cc2Cl)c(=O)o1	1.8
O=C(Cn1nnc(CSc2ccc(Cl)cc2)n1)NNC(=S)Nc1ccccc1C(F)(F)F	0.8
CN1CCc2c(sc3c2C(=O)NC(c2ccc(-c4cccc(Br)c4)o2)N3)C1 (stereo not drawn)	-0.57
CCOC(=O)c1c(C)[nH]c(=O)c([N+](=O)[O-])c1O	0.2

Five records picked at random from the list so far, as already listed:
structure	Dicer processing
O=C1CSC(=Nc2cccc(Cl)c2Cl)N1Cc1ccco1	0.25
O=C(Cc1cccs1)Nc1nc2ccccc2s1	2.4
CC(Sc1ncccc1[N+](=O)[O-])C(=O)O (stereo not drawn)	0.1
CC(=O)N1CN(CCCn2ccnc2)Cc2c1sc1c2CCCC1	-1.4
Cn1nnnc1SCCNCc1ccc(OCc2ccccc2Cl)cc1	0.83

Next part:
structure	Dicer processing
C=CCc1ccccc1OCC(O)CNC(C)C (stereo not drawn)	-0.88&1.1
CC(=O)Nc1nc2ccc(Br)cc2s1	-3
COC(=O)c1cnc(Nc2ccc(C(C)(C)C)cc2)c([N+](=O)[O-])c1	0.23
Cn1cnc(S(=O)(=O)Nc2ccc3c(c2)OCCO3)c1	-2.3
Clc1ccccc1-n1ncnc1-c1cccc(Br)c1	0.33
N#Cc1cccc(S(=O)(=O)N2CCN(c3cc(C(F)(F)F)nc4ccccc34)CC2)c1	-0.05
CCN(CC)CCNc1nc2c(c(=O)[nH]c(=O)n2C)n1Cc1ccc(Cl)cc1	-3.5
Cc1nn(C)c(=O)c2noc(/C=C/c3ccsc3)c12	-1.6
O=[N+]([O-])c1ccc(Sc2ccc(Cl)cc2)c(-c2ccn[nH]2)c1	0.98
CSC1=NNC(c2ccccn2)S1 (stereo not drawn)	-0.12
CN(C)/C=C/C(=O)c1cccc(Cl)c1F	1
Cc1ccc(-c2nc(NC(=O)CCC(=O)O)sc2C)cc1Cl	-0.58
Brc1ccc2[nH]c3nc(SCCN4CCOCC4)nnc3c2c1	-0.82
COc1ccc(N(C(C)=O)C2C=CS(=O)(=O)C2)cc1 (stereo not drawn)	2.7
Oc1ccc(Nc2nc(-c3ccccc3)nc3ccccc23)cc1	2.2
Cc1ccc2oc3c(c(=O)c2c1)C(c1ccc(O)cc1)N(Cc1ccc(F)cc1)C3=O (stereo not drawn)	-0.22
CC(=O)Nc1nc(N)nc(N2CCCCC2)n1	-0.48
COc1ccc(Cl)c(OC)c1C(=O)O	12
Cc1c(CN(C)C(=O)CSc2nc3c(c(C(F)(F)F)n2)CCc2ccccc2-3)cnn1C	2
CO/N=C1\CCCc2c(C(=O)N/N=C/c3cccs3)sc(SC)c21	0.51
COC(=O)c1sccc1Oc1ccc(C(F)(F)F)cc1NS(=O)(=O)c1cccc(Cl)c1C	1.3
CSc1nc(N)n(-c2cc(C(F)(F)F)cc(C(F)(F)F)c2)n1	0.59
CNC(=S)NNC(=O)CN1c2ccccc2Sc2ccccc21	1.1
Cn1cc(NC(=O)Nc2ccc(C(F)(F)F)cc2)c(C(F)(F)F)n1	0.27
CC1CCN(c2nc(-c3ccncc3)nc3ccccc23)CC1	1.1

Going on with the list.
structure	Dicer processing
CCOC(=O)c1cnc2cc(C)[nH]n2c1=O	0.82
O=C(OCCNc1nc(-c2ccccc2)nc2ccccc12)c1ccncc1	0.42
CSCCC(NC(=O)c1ccc(C(F)(F)F)cc1)C(=O)NN (stereo not drawn)	-0.55
O=C(Nc1ccc2ccccc2n1)C1CCCCC1	5.1*
O=C1Cn2c(nc3ccccc32)N1c1ccccc1F	1.4
COc1ccccc1OCCn1cc(C(=O)c2ccco2)c2ccccc21	0.14
O=C(Nc1c(Cl)cccc1Cl)N1CCOC12CCCCC2	0.72
CC(C)(C)c1ccc(NC(=O)CCC(=O)N(Cc2ccccc2)Cc2ccccc2)cc1	-1.3
c1coc(C2NCCc3ccccc32)c1 (stereo not drawn)	1
COc1cccc2c1c(NC(=O)Nc1ccc(OCc3ccccc3)cc1)nn2C	-2.5
O=C(NCc1ccc(S(=O)(=O)NCCSCc2ccco2)s1)c1ccccc1	-1.2
CCN=c1cc2oc3cc(NCC)c(C)cc3c(-c3ccccc3C(=O)O)c-2cc1C	-1.2
COc1nc2ccccc2nc1CCC(=O)O	3.8*
N#C/C(=C\c1ccc(-c2cc(C(F)(F)F)cc(C(F)(F)F)c2)o1)C(=O)NCCc1c[nH]c2ccccc12	-0.31
CC1(C)CC(=O)C2=C(C1)Nc1ccccc1NC2c1ccco1 (stereo not drawn)	-1.4
CC1(C)CCc2cc(/C=C(\C#N)S(C)(=O)=O)ccc2O1	-0.76
O=C(Cn1cnc2scc(-c3ccccc3)c2c1=O)N1CCCC1	-0.82
Cc1ccc(-c2cc3ncc(C(=O)c4cc(Br)ccc4O)cn3n2)cc1	0.19
O=[N+]([O-])c1c(Nc2ccc(Cl)cc2)n[nH]c1-c1nnco1	0.68
COc1ccccc1Nc1snc2[nH]c(C(=O)c3ccc(C)cc3)cc12	1.5
O=c1[nH]nc(SCc2ccccc2)n1C1CC2C=CC1C2 (stereo not drawn)	-0.92
O=C(ON=C(c1ccccc1)c1ccccc1)c1ccc(CSc2ccc(C(F)(F)F)cn2)o1	0.33
COc1ccc(S(=O)(=O)N(C)C2CCCCC2)cc1-c1nnc2c3ccccc3c(C)nn12	0.69
O=C(Cc1ccccc1Cl)NC1(O)C(=O)c2ccccc2C1=O	-8.1
Nc1ccn([C@@H]2O[C@H](CO)[C@@H](O)C2(F)F)c(=O)n1	0.17

More entries follow.
structure	Dicer processing
Cc1ccc(NC(=O)Cc2ncon2)cc1Cl	-1.3
CC1=C(C(=O)O)N2C(=O)[C@@H](NC(=O)C(N)c3ccccc3)[C@H]2SC1 (stereo partly drawn)	0.6
COCc1nc(-c2cc3ccc(C)cc3[nH]c2=O)no1	0.75
COc1ccc(C2CC(C(F)(F)F)n3ncc(C(=O)NCC4CCCO4)c3N2)cc1OC (stereo not drawn)	-0.63
CN(C)CCCNC(=O)c1cc2c(n(-c3ccc(Cl)cc3)c1=O)CCCC2=O	0.19
Cc1ccc(S(=O)(=O)CCSc2nccn2C)cc1	-0.71
CCOC(=O)C1CCN(c2cc(=O)n(C)c(=O)n2C)CC1	-0.21
NC(=O)CSc1nnc2c(n1)[nH]c1ccccc12	0.33
Cc1cc(Br)c(-n2nc(C)c3c(C)cc(=O)oc32)cc1C	0.66
Oc1cc2c(c(Cl)c1O)CCNCC2c1ccccc1 (stereo not drawn)	-1.2
CC(C)(C)C(=O)/C=C1\C(=O)Nc2ccc(Br)cc21	-0.16
CCOC(=O)c1nnn2c1nc(Sc1nc3ccccc3o1)c1ccccc12	-0.99

Only part of the results is shown; the hit share may differ from the screen's.
